# High-throughput results deposited in PubChem by National Center for Advancing Translational Sciences (NCATS).
# Lipid storage S3: qHTS Assay for Lipid Storage Modulators in Drosophila S3 Cells | actives 0.64% (n = 320,000) | AID 2685, 2010 | Drosophila S3 cells, BODIPY lipid droplet fluorescence, 18-24 h; cells fed with added oleic acid | Potency in µM for hits, for the others lipid storage change, negative = inhibition, % at the top dose, mostly 46.1 µM; active = well fitted inhibition curve with a large enough effect in the signal ratio, with a control signal flat, not every such curve was filed as active; inconclusive = small, poorly fitted or top-dose-only effect, or effect the other way, or a change in a side signal; the % refers to the signal ratio
#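 Laser-scanning cytometry quantifies lipid droplet accumulation (500–530 nm total intensity; droplet/cell object ratio) in oleic acid-fed (400 uM added) Drosophila S3 cells treated with a concentration series. 20 uM Triacsin C defined 100% inhibition.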
# Lipid storage S3 cell count max: recorded beside Lipid storage S3, whose call it bears; cell number change, %; measured here: cell count max response;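 cells counted by Cell Tracker Red CMTPX staining in the red channel; peak over a dose series mostly up to 46.1 µM; percent activity relative to internal control wells on each plate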
# * marks the source's active call; other numbers are inactive results; i = inactive; ? = inconclusive; / = not tested or not shown; [ ] = remark or other dose. % is set by controls: 0 for no effect and ±100 for the full control effect; potency is the fitted concentration of half-maximal effect.
SMILES,Lipid storage S3,Lipid storage S3 cell count max
O=C(NCC(c1cccnc1)N1CCN(c2ccccc2F)CC1)c1ccco1 (stereo not given),-5%,15
O=C1NC(c2ccccc2)=NC1(NS(=O)(=O)c1ccccc1)C(F)(F)F (stereo not given),-1%,-13
COc1ccc2[nH]cc(C(=O)CN(C)CCc3ccc(OC)c(OC)c3)c2c1,-2%,/
CCn1cc(C(=O)O)c(=O)c2cc(F)c(N/N=C/c3ccccc3[N+](=O)[O-])cc21,?,/
CCOC(=O)Cc1csc(NC(=O)Cc2ccc(C)cc2)n1,13%,11
Nc1ccccc1SCC1CSc2nc3ccccc3c(=O)n21 (stereo not given),-6%[9.22 µM],4
O=C(Cc1cccc2ccccc12)NC(=S)Nc1cccc(C(=O)O)c1,17%,5
FC(F)C(F)(F)c1cc(-c2ccccc2)n[nH]1,?,/
COC(=O)c1ccc(NC(=O)C2CCCO2)cc1 (stereo not given),13%,1
Cc1ccsc1C(=O)N/N=C/C=C/c1ccccc1[N+](=O)[O-],?,/
O=C(CCCCCNC(=S)Nc1ccc(Cl)cc1)C[N+](=O)[O-],?,/
c1ccc(-n2nnnc2-c2cccnc2)cc1,i,/
O=C(COc1cc2oc(=O)c3c(c2cc1Cl)CCCC3)NCc1cccnc1,?,/
COc1cc(NC(=O)CNC(=O)Cn2c(C)cc3ccccc3c2=O)cc(OC)c1OC,i,-6
Cc1ccc(C)c(NC(=S)c2ccc3ccccc3n2)c1,?,/
C=CCNc1nc(N2CCOCC2)c(C#N)c2c1CN(C)CC2,17%,4
Cc1cc(Cl)ccc1NC(=S)N1CCN(C(=O)C2CCCO2)CC1 (stereo not given),11%,-1
Cc1cccc(OCC(=O)Nc2cc(NC(=O)COc3cccc(C)c3C)cc(C(=O)O)c2)c1C,?,/
Cc1cccc(NC(=O)NNC(=O)c2cc3occc3[nH]2)c1C,?,/
COc1ccccc1CNC(=O)CCc1c(C)nc2cc(-c3ccccc3OC)nn2c1C,24%,/
COc1ccc(N=Cc2ccc(CNS(=O)(=O)c3ccc(Cl)cc3)o2)cc1,17%,-10
COc1ccc(CCC(=O)Nc2ccc(OC)c(S(=O)(=O)N3CCCCC3)c2)cc1,i,4
Nc1c(-c2ccccc2)cnc2ncnn12,8%,2
CN(C)CCN(C)Cc1ccccc1Sc1cccc2ccccc12,10%,/
COC(=O)COc1ccc(S(=O)(=O)N2CCCCC2)cc1[N+](=O)[O-],?,/
# Continued.
SMILES,Lipid storage S3,Lipid storage S3 cell count max
CC(/C=C/c1ccccc1)=N\NC(=O)c1cc(C)[nH]n1,?,/
C[C@H]1CN=C(Nc2ccccc2)N1CCc1ccccc1,11%,-2
COc1ccc(OC)c2c(C)cc(NCCN3CCOCC3)nc12,?,/
CCN(C(=O)Cn1nc(C)c([N+](=O)[O-])c1C)c1c(N)n(Cc2ccccc2)c(=O)[nH]c1=O,23%,20
CCOc1cc(-c2nc3cc(C)ccn3c2NCC2CCCO2)ccc1O (stereo not given),?,/
CC(C)CC(=O)Nc1cc2c3c(c1)C(C)C(=O)N3CCC2 (stereo not given),i,/
CCSc1ccccc1C(=O)Nc1cc(OC)c(OC)c(OC)c1,i,/
Cc1occc1C(=O)N/N=C/c1ccc2c(c1)OCO2,i,-1
CN1CCN(Cc2c(O)ccc3cc(Br)ccc23)CC1,7%,/
COc1ccc(C2=NC(=O)NC2c2ccc(OC)cc2)cc1 (stereo not given),2%,0
COc1ccc(Br)cc1/C=C/C(=O)NC(=S)Nc1ccc(CN2CCOCC2)cc1,?,/
COc1cccc(Oc2ccc(OC)cc2C(=O)O)c1,-6%,10
Cc1cc(C(=O)OCC(=O)NC2CCS(=O)(=O)C2)c2ccccc2n1 (stereo not given),25%,17
CCOC(=O)c1sc(NC(=O)CNCc2ccccn2)c(C(=O)OCC)c1C,?,/
CCN1C(=O)c2cccc3c(NC(=O)c4ccc(S(=O)(=O)N5CCOCC5)cc4)ccc1c23,?,/
COc1ccc(NC(=O)CC(NC(C)c2ccccc2)C(=O)O)cc1 (stereo not given),?,/
CCCNC(=O)c1ccc2c(=O)c(O)c(-c3ccc(Cl)c([N+](=O)[O-])c3)[nH]c2c1,-1%,-4
CCOc1ccc(OCC)c(NC(=O)CN(c2ccc(C)cc2)S(=O)(=O)c2c(C)noc2C)c1,?,/
Cc1cccc(C)c1NC(=O)Cn1nnc(-c2ccc(N3CCOCC3)cc2)n1,-13%,-17
O=C(Nc1ccc([N+](=O)[O-])cc1)c1ccc(S(=O)(=O)N2CCCC2)cc1,?,/
O=C(NCc1ccccc1)c1onc(CSc2ccc(F)cc2)c1C(=O)NCCCN1CCOCC1,?,/
O=C1c2ccccc2NC(c2ccccc2)N1NS(=O)(=O)c1ccccc1 (stereo not given),4%,/
c1ccc(CCC2CCCCN2Cc2nc(-c3ccc4c(c3)OCO4)no2)nc1 (stereo not given),-1%,-13
Cc1noc(NC(=O)c2ccccc2)c1C#N,?,/
O=C(Cc1cccs1)Nc1cc(SCCO)cc([N+](=O)[O-])c1,?,/

# Some of the entries so far, as tab-separated lines.
Compound	Lipid storage S3	Lipid storage S3 cell count max
COc1ccc(OC)c2c(C)cc(NCCN3CCOCC3)nc12	?	/
CN1CCN(Cc2c(O)ccc3cc(Br)ccc23)CC1	7%	/
CCN(C(=O)Cn1nc(C)c([N+](=O)[O-])c1C)c1c(N)n(Cc2ccccc2)c(=O)[nH]c1=O	23%	20
O=C1c2ccccc2NC(c2ccccc2)N1NS(=O)(=O)c1ccccc1 (stereo not given)	4%	/

# Ordered by count of non-hydrogen atoms (lowest first): 3 of the compounds above.
SMILES,Lipid storage S3,Lipid storage S3 cell count max
Cc1noc(NC(=O)c2ccccc2)c1C#N,?,/
COc1cccc(Oc2ccc(OC)cc2C(=O)O)c1,-6%,10
CCOc1ccc(OCC)c(NC(=O)CN(c2ccc(C)cc2)S(=O)(=O)c2c(C)noc2C)c1,?,/

# The results go on:
SMILES,Lipid storage S3,Lipid storage S3 cell count max
O=C(Nc1ccccc1)Nc1cc([N+](=O)[O-])ccc1F,?,/
COc1ccc(C2=NOC3(CC(=O)N(c4ccc5ccccc5c4)C3=O)C2)c(OC)c1 (stereo not given),-1%,/
CCN(CC(=O)NC(C)C)C(=O)[C@H](C)NC(=O)c1ccc(Br)cc1,?,/
CC(C)CCn1c(=O)c2ccccc2n2c(CN(C)Cc3ccccc3)nnc12,i,/
O=C(COC(=O)/C=C/c1cccc(Cl)c1)Nc1ccc2[nH]c(=O)[nH]c2c1,30%[0.0737 µM],-25
O=C(CSc1n[nH]c(=O)[nH]c1=O)Nc1ccc2c(c1)C(=O)c1ccccc1C2=O,10%,13
Cc1ccc(-c2noc(CN(C(=O)Cc3ccccc3)C(C)C)n2)cc1,i,16
O=C(c1ccccn1)c1conc1C(=O)c1ccc(Br)cc1,?,/
O=C(COc1ccc(S(=O)(=O)NC2CCCC2)cc1)N1CCCCCC1,?,/
CC(=O)c1cnc(-c2cccc(Cl)c2)s1,?,/
COc1ccc(CNc2nc(-c3ccccc3)nn2C(=O)c2ccc([N+](=O)[O-])cc2)cc1,6%,-5
Cc1ccc(NC(=O)C(=O)NCC2CCCN2S(=O)(=O)c2cccs2)c(C)c1 (stereo not given),?,/
C/C(=N\NC(=O)c1c(C)nc2ccccn12)c1ccc(O)cc1O,5.8µM*,6.2*
COc1ccccc1NC(=O)c1ccc2nc(-c3ccccc3)c(-c3ccccc3)nc2c1,-10%,-1
CCOc1ccc(N2C(=O)c3cccnc3C2=O)cc1,12%,-11
CC1=CCC2C(=O)N(c3nc(C)cc(C)n3)C(=O)C2C1 (stereo not given),?,/
COc1ccc(-c2cccc(NC(=O)c3cccs3)c2)nn1,i,21
CCOC(=O)C1CCN(CCC(=O)Nc2ccc(Br)cc2)CC1,?,/
C/C(=N\N=c1/sc2ccccc2n1C)c1ccccn1,?,/
CC(=O)Nc1ccc(C2=NN(C)C(=NCc3ccccc3)SC2)cc1,?,/
Cc1nn(C)cc1S(=O)(=O)N1CCN(c2cccc(Cl)c2)CC1,?,/
O=C(Nc1nc2ccccc2[nH]1)c1ccc(OC(F)F)cc1,i,-15
CN(C)c1ccc(N2C(=NC(=O)C3CCCO3)SC3CS(=O)(=O)CC32)cc1 (stereo not given),i,/
Cc1ccc(-c2nn(C)c(=O)c3ccccc23)cc1CN1CCOCC1,?,/
O=C(NNC(=O)C1CC1)Nc1ccc(Cl)cc1,?,/

# A run of entries from further up:
SMILES,Lipid storage S3,Lipid storage S3 cell count max
O=C(COC(=O)/C=C/c1cccc(Cl)c1)Nc1ccc2[nH]c(=O)[nH]c2c1,30%[0.0737 µM],-25
O=C(CSc1n[nH]c(=O)[nH]c1=O)Nc1ccc2c(c1)C(=O)c1ccccc1C2=O,10%,13
Cc1ccc(-c2noc(CN(C(=O)Cc3ccccc3)C(C)C)n2)cc1,i,16
O=C(c1ccccn1)c1conc1C(=O)c1ccc(Br)cc1,?,/
O=C(COc1ccc(S(=O)(=O)NC2CCCC2)cc1)N1CCCCCC1,?,/

# More entries:
SMILES,Lipid storage S3,Lipid storage S3 cell count max
O=C(Nn1c(O)c(C=C2N=c3ccccc3=N2)sc1=S)c1ccccc1Cl,?,/
c1ccc2c(CN3CCOCC3)csc2c1,-9%,-25
CON=C1CCN(c2ncc(C(F)(F)F)cc2Cl)CC1,?,/
CCCn1c(SCC(=O)Nc2ccc(NC(C)=O)cc2)nc2c1c(=O)n(C)c(=O)n2C,i,8
N#Cc1ccc(NC(=O)CN2C(=O)NC(Cc3ccccc3)C2=O)cc1 (stereo not given),?,/
CC(=O)Nc1ccc(NC(=O)CSc2n[nH]c(-c3cccs3)n2)cc1,?,/
CCCNCc1cc(OC)c(OCC(=O)Nc2ccccc2)cc1Br,?,/
CC(C)CCN1C(Nc2ccccc2)=NC[C@@H]1C,?,/
O=C(N/N=C/c1cc([N+](=O)[O-])ccc1Cl)c1ccc2nc[nH]c2c1,?,/
N#C/C(=C\c1cccs1)C(=O)Nc1nccs1,?,/
CSc1nc2c(c(=O)[nH]1)C(c1ccccc1Cl)CC(=O)N2 (stereo not given),?,/
Fc1ccccc1Nc1nc(N2CCOCC2)nc(N2CCOCC2)n1,?,/
COCc1cc(=O)[nH]c(-c2ccc(C(F)(F)F)cc2)n1,?,/
COCCNc1nc2sc3c(c2c(=O)n1Cc1ccco1)CCCCC3,-6%,-4
CCCC(C)NC(=O)c1ccc(F)cc1 (stereo not given),?,/
COc1ccccc1CNC(=O)COC(=O)c1cccnc1SCC(=O)NCc1ccccc1OC,?,/
Cc1ccc(C2(c3noc(CN(C)Cc4cnn(C)c4)n3)CCCC2)cc1,-25%,8
CC(=O)N1CCN(c2ccc([N+](=O)[O-])c(-n3nc(C)cc3C)c2)CC1,?,/
Cc1ccc(NC(=O)CSc2nnc(CNC(=O)c3ccco3)n2C)cc1C,0%,/
COc1ccc2c(c1)C(=O)CCC2c1ccccc1 (stereo not given),?,/
COc1cccc(NC(=S)NC(=O)/C=C/c2ccc(F)cc2)c1,?,/
COc1ccc(-n2ccnc2SCC(=O)NCc2ccco2)c(OC)c1,?,/
O=C(CCN1C(=O)c2ccccc2S1(=O)=O)Nc1ccc(F)cc1F,?,/
Cc1ccc(S(=O)(=O)Nc2cnc3ccccc3c2)cc1,-5%,1
CC(C)C(NC(=O)C1CCCCC1)C(=O)N1CCN(c2ccc(F)cc2)CC1 (stereo not given),-2%,3

# Sorted by value in Lipid storage S3 (descending): three of the compounds above
mol	Lipid storage S3
CC(C)C(NC(=O)C1CCCCC1)C(=O)N1CCN(c2ccc(F)cc2)CC1 (stereo not given)	-2%
COCCNc1nc2sc3c(c2c(=O)n1Cc1ccco1)CCCCC3	-6%
c1ccc2c(CN3CCOCC3)csc2c1	-9%

# Other records:
SMILES,Lipid storage S3,Lipid storage S3 cell count max
CCN1CCN(C(=O)c2ccccc2N(Cc2ccccc2)S(C)(=O)=O)CC1,?,/
CC(=O)c1ccc(NC(=S)N2CCCC(CO)C2)cc1 (stereo not given),6%,1
Cc1ccc(-n2c(SCC(=O)OC(C)C)nnc2-c2ccncc2)cc1,6%,3
CC(=O)C1=C(O)C(=O)N(Cc2ccccc2)C1c1ccc(N(C)C)cc1 (stereo not given),-6%,3
O=C(O)CCc1nc2ccccc2n(CCc2ccccc2)c1=O,?,/
O=C(C1CCC(=O)N(C2CC2)C1)N(CCO)Cc1ccccc1 (stereo not given),?,/
CCCc1c(C)nn(C(=O)/C(C#N)=N/Nc2ccccc2[N+](=O)[O-])c1C,?,/
CC1=C(C(=O)Nc2ccccc2)C(c2ccco2)NC(=S)N1 (stereo not given),5%,2
Cc1ccc(C2(C)NC(=O)N(CC(=O)Nc3ccc4c(c3)OCO4)C2=O)cc1 (stereo not given),i,7
Cc1cccc(-c2nc3c(c(SCC(=O)N(C)C)n2)CCCC3)c1,-1%,-14
COc1ccccc1N1CCN(C2CCCN(C(=O)CCn3cncn3)C2)CC1 (stereo not given),i,/
S=c1[nH]nc(-c2ccccc2)o1,?,/
Cc1c(C(=O)N(C)CCC#N)oc2ccc(S(=O)(=O)N3CC(C)CC(C)C3)cc12 (stereo not given),?,/
CCOC(=O)C1=C(C)OC(N)=C(C#N)C1c1ccsc1 (stereo not given),14%,-29
O=C(N/N=C/c1coc2ccccc2c1=O)c1cccc([N+](=O)[O-])c1,?,/
CCC(C)(C(=O)NC1CCCCC1)N(C(=O)c1ccccn1)c1ccccc1 (stereo not given),-3%,9
COC(Cn1c2c(c3cc(C)ccc31)CCCC2NCc1ccccc1)OC (stereo not given),i,/
CC(=O)Nc1ccc(-n2nnnc2SCC(=O)NC2CCCC2)cc1,?,/
CC1C(=O)NN=C1C(=O)N/N=C/c1cccs1 (stereo not given),15%,/
COC(=O)C1=C(C)N(c2cc(C)cc(C)c2)/C(=C/c2ccco2)C1=O,?,/

# These rows are one share of the data, so the mix of outcomes need not match the whole.
